Screening results as filed in PubChem BioAssay.
MgcRacGAP inhibition = MgcRacGAP GTPase-activating activity inhibitors, confirmation, biochemical, ADP Hunter fluorescence. MgcRacGAP-stimulated Rac1 GTP hydrolysis, ADP Hunter fluorescence; higher % means a stronger effect; GST-tagged Rac1 F28L mutant substrate. inhibition, % at 30 µM, or IC50 in µM where a hit was titrated. hit rate 0.6% among 340,000. AID 624330;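 active = first-screen hits whose inhibition reached a set limit at any dose in the follow-up dose series; inconclusive = inhibition above the set first-screen limit but never retested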;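 note: fluorescence reports GDP produced by GAP-driven GTP hydrolysis; strong numbers were not always called active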
Dengue-2 NS5 capping = flavivirus cap methylation enzyme inhibition – biochemical, confirmation dose response, primary screen (AID 588689) | Dengue-2 NS5 methyltransferase capping enzyme assay, biochemical; higher % means a stronger effect | inhibition, % at 25 µM, or IC50 in µM where a hit was titrated | hit rate 0.3% among 340,000; in the data active = a potency from the dose series; inconclusive = inhibition above about 29% without an active follow-up result
Dengue-2 NS5 capping pilot replicate = further read-out of Dengue-2 NS5 capping, marked with its call; inhibition, %; measured here: pilot screen replicate inhibition
* marks the source's active call; other numbers are inactive results; ? = inconclusive.

SMILES | MgcRacGAP inhibition | Dengue-2 NS5 capping | others
Cc1cccc(CSCC(=O)N2CCN(S(=O)(=O)c3ccccc3C#N)CC2)c1 | 5% | 2%
CC(C)(CNCc1ccccc1)NS(=O)(=O)c1ccc(Cl)cc1 | 2% | 3%
C[C@H]1COC(=O)[C@H](CC(=O)OC(C)(C)C)C/C=C\C[C@@H](CC(=O)N[C@@H](CO)Cc2ccccc2)C(=O)N1 | 7% | -1%
C[C@@H]1CN([C@@H](C)CO)C(=O)CCCn2nncc2CO[C@@H]1CN(C)C(=O)Nc1ccccc1F | 17% | -9%
CC(Sc1nnnn1C)C(=O)Nc1cc(S(=O)(=O)N2CCCCC2)ccc1Cl (stereo not given) | 4% | -3%
O=S(=O)(c1ccccc1)N1CCCCC1CCc1ccccc1 (stereo not given) | 0% | 0%
CCC(C)C(CO)NCCCn1cnc(C(=O)Nc2ccc(C)c(C)c2)n1 (stereo not given) | -2% | 4%
CC(=NNC(=S)Nc1cccc(C)c1)c1ccccn1 | 13% | 2%
CN(C)CCOc1ccc(-c2c(-c3ccccc3)sc3ccccc23)cc1 | 4% | 2%
O=C1CSC(=S)N1N=Cc1c[nH]c2ccc(Br)cc12 | 7% | -5%
C=CCn1c(SCCN)nnc1-c1cccc(S(=O)(=O)N2CCOCC2)c1 | 23% | -2%
CN1C[C@H]2CON(C)[C@H]2C[C@H]1c1cccc(N2CCOCC2)c1 | 0% | 9% | Dengue-2 NS5 capping pilot replicate=0.6
CN(CC(=O)Nc1ccc(F)cc1)C(=O)c1ccccc1Sc1ccccc1C#N | 2% | 1%
CCOC(=O)N1CCN(C(=O)COC(=O)c2ccc([N+](=O)[O-])cc2Cl)CC1 | 2% | -3%
Cc1ccc([C@@H]2CC=C(C(=O)O)[C@H](c3cccc(F)c3)N2S(=O)(=O)c2ccccc2C)cc1 | 8% | 13% | Dengue-2 NS5 capping pilot replicate=12
O=C(COC(=O)c1cc(S(=O)(=O)N2CCOCC2)ccc1O)Nc1ccc2c(c1)OCO2 | 3% | -4%
O=C(COC(=O)c1ccc(F)cc1F)Nc1ccc2c(c1)OCO2 | 8% | 2%
CCC[C@@H](CN1CCC[C@H]1CN1C(N)=NC[C@H]1CC(C)C)N1C[C@@H]([C@H](C)CC)N(CCc2ccc(Cl)c(Cl)c2)C1=N | 14% | -2% | Dengue-2 NS5 capping pilot replicate=-2.7
CCN(CC)C(=O)C1=C(C)N(Cc2ccc(C(C)(C)C)cc2)C(=O)C(CC(=O)NCc2ccco2)C1 (stereo not given) | 14% | 2%
COc1ccc(Cl)cc1NC(=O)COC(=O)CCNS(=O)(=O)c1cccs1 | 5% | 0%

The final 3 compounds of the section before lead into the next:
SMILES | MgcRacGAP inhibition | Dengue-2 NS5 capping | others
CCC[C@@H](CN1CCC[C@H]1CN1C(N)=NC[C@H]1CC(C)C)N1C[C@@H]([C@H](C)CC)N(CCc2ccc(Cl)c(Cl)c2)C1=N | 14% | -2% | Dengue-2 NS5 capping pilot replicate=-2.7
CCN(CC)C(=O)C1=C(C)N(Cc2ccc(C(C)(C)C)cc2)C(=O)C(CC(=O)NCc2ccco2)C1 (stereo not given) | 14% | 2%
COc1ccc(Cl)cc1NC(=O)COC(=O)CCNS(=O)(=O)c1cccs1 | 5% | 0%
CC(C)(C)NC(=O)C[C@H]1C[C@H](C(=O)N2CCOCC2)[C@@]2(C)c3[nH]c4ccc(Cl)cc4c3CCN2C1=O | 9% | 0% | Dengue-2 NS5 capping pilot replicate=1.8
CN(c1ccccc1)S(=O)(=O)c1cccc(NC(=O)CCNC(=O)c2ccco2)c1 | 4% | -2%
CCN(CC)c1ccc(C=NNc2ccc([N+](=O)[O-])cn2)cc1 | 9% | -33%
CCOc1ccc(NC(=O)OCCN2CCN(CCc3ccccc3)C(C)C2)cc1 (stereo not given) | 2% | 6%
COCCCN1C(=O)C(CC(=O)NCc2ccco2)CC(C(=O)N(C)C)=C1C (stereo not given) | 14% | 2%
O=C(C=Cc1ccco1)c1cc(Cl)ccc1O | 6% | 1%
CSCCC(NC(=O)c1ccccc1Cl)C(=O)NCC(c1ccc(F)cc1)N1CCOCC1 (stereo not given) | 4% | -1%
O=c1cc(-c2ccc(C(F)(F)F)cc2)oc2ccccc12 | 14% | -2%
CON(C)C(=O)CCC1CCCN1C(=O)OC(C)(C)C (stereo not given) | 7% | -1% | Dengue-2 NS5 capping pilot replicate=-4.0
NC(=O)c1ccc(NC(=O)COC(=O)/C=C/c2ccc(Br)o2)cc1 | ? | -11%
CC(C)(O)CN(C(=O)C(c1ccccc1)c1ccccc1)C1CCCCC1 | 1% | 0%
NC(CSC(c1ccccc1)(c1ccccc1)c1ccc2c(c1)OCO2)C(=O)O (stereo not given) | 7% | 5%
C[C@@H]1CN([C@H](C)CO)C(=O)c2cc(NC(=O)Nc3ccc(C(F)(F)F)cc3)ccc2O[C@H]1CN(C)S(=O)(=O)c1ccc(Cl)cc1 | 12% | -9% | Dengue-2 NS5 capping pilot replicate=-6.4
Cc1ccc(S(=O)(=O)N2CCOCC2)cc1NC(=O)Cn1nnc(-c2ccccc2)n1 | 12% | -6%
CCOC(=O)[C@@H]1[C@H]2COc3cc(OC)ccc3[C@H]2N2C(=O)N(c3cccc(C)c3)C(=O)[C@]12C | 6% | 1%
Cc1ccc(C)c(NC(=O)C(c2ccccc2)N2CCN(CC(=O)N3CCOCC3)CC2)c1 (stereo not given) | 2% | -2%
CC(C)(C)OC(=O)C[C@@H]1C/C=C\C[C@@H](CC(=O)N[C@@H](CO)Cc2ccccc2)C(=O)NC[C@@H](c2ccccc2)OC1=O | 9% | -7%
O=C1C2CCCN2C(=S)N1c1cc(Cl)ccc1Cl (stereo not given) | 9% | -5%
C[C@H]1CCCCO[C@@H](CN(C)S(=O)(=O)c2ccc(F)cc2)[C@@H](C)CN([C@@H](C)CO)C(=O)c2cc(NC(=O)Nc3ccc4c(c3)OCO4)ccc2O1 | 9% | -10%
CCOC(=O)C1CCN(CC(O)COc2ccc(S(=O)(=O)N3CCCC3)cc2[N+](=O)[O-])CC1 (stereo not given) | 2% | 1%
CCN1C(=O)[C@H]2[C@H]3CN=C(SCc4ccc(Cl)cc4)N3[C@@](CC)(C(=O)OC)[C@H]2C1=O | 8% | -5% | Dengue-2 NS5 capping pilot replicate=-5.8
CC1CCC(NC(=O)CN2CCN(S(=O)(=O)c3ccc(Br)s3)CC2)CC1 (stereo not given) | -6% | -7%
C#CCN(Cc1ccco1)C(=O)c1cc(COc2cccc3cccnc23)on1 | 11% | -5%
N#Cc1ccc(CN2CCN(C(=O)CN3C(=O)NC4(CCCC4)C3=O)CC2)cc1 | 2% | -7%
C=CCC[C@@H](Cc1ccc(F)cc1)C(=O)OC[C@@H]1CCCN1C(=O)[C@H](CC=C)CC(=O)N[C@H](CO)Cc1ccccc1 | 6% | 4%
CCOC(=O)c1c(C)[nH]c(C(=O)OC(C)C(=O)NC2(C#N)CCCCC2)c1C (stereo not given) | 17% | -2%
COc1ccc(COC(=O)CCc2cc(OC)c(OC)c(OC)c2)cc1F | 1% | 4%
CC1(C)C(CC(=O)O)CC1C(=O)O (stereo not given) | 0% | 5%
C=C(CC[C@@H](O)C(C)(C)O)[C@H]1CC[C@]2(C)[C@@H]1CCC1[C@@]3(C)CCC(=O)C(C)(C)C3CC[C@]12C (stereo not given in full) | 10% | 4%
COc1cc(C(=O)NCc2ccccc2Cl)ccc1OCC(=O)N1CCOCC1 | 5% | -15%
CCCCN1CC(COCc2ccccc2)Oc2cccc(Oc3ccccc3)c2S1(=O)=O (stereo not given) | 3% | -7%
CC1Cc2ccccc2N1S(=O)(=O)c1cccc(C(=O)OCC(=O)N2CCOCC2)c1 (stereo not given) | 6% | 3%
O=S1(=O)CCN(C2CCCCCCC2)CC1 | 8% | -8%
COc1ccccc1NS(=O)(=O)c1ccc(C(=O)NCC(c2ccccc2OC)N2CCCC2)cc1 (stereo not given) | 7% | -8%
CCCCCCCCCC1NC(C(=O)O)Cc2c1[nH]c1ccccc21 (stereo not given) | 8% | 4%
Cc1ccc(S(=O)(=O)SCCCSS(=O)(=O)c2ccc(C)cc2)cc1 | 24% | 17%
COc1ccc2sc(-c3ccc(N(C)C)cc3)c(-c3ccc4cc[nH]c4c3)c2c1 | 1% | 4%
Cc1nnc(NC(=O)c2ccc(N3CCCC3=O)cc2)s1 | 3% | 0%
CC(=O)NC(c1ccc(N(C)C)cc1)c1cc(Cl)c2cccnc2c1O (stereo not given) | 12% | 7%
COc1ccc(C(=O)N2CCN(c3cccc(C)c3C)CC2)cc1S(=O)(=O)NC1CC1 | 2% | -4%

Ordered by SMILES length (largest number first): 4 of the compounds above.
SMILES | MgcRacGAP inhibition | Dengue-2 NS5 capping | others
C=CCC[C@@H](Cc1ccc(F)cc1)C(=O)OC[C@@H]1CCCN1C(=O)[C@H](CC=C)CC(=O)N[C@H](CO)Cc1ccccc1 | 6% | 4%
CC1CCC(NC(=O)CN2CCN(S(=O)(=O)c3ccc(Br)s3)CC2)CC1 (stereo not given) | -6% | -7%
Cc1ccc(S(=O)(=O)SCCCSS(=O)(=O)c2ccc(C)cc2)cc1 | 24% | 17%
CC(=O)NC(c1ccc(N(C)C)cc1)c1cc(Cl)c2cccnc2c1O (stereo not given) | 12% | 7%

Compounds from the list above with an aryl thioether with sulfur outside any ring, in the order listed:
SMILES | MgcRacGAP inhibition | Dengue-2 NS5 capping | others
CC(Sc1nnnn1C)C(=O)Nc1cc(S(=O)(=O)N2CCCCC2)ccc1Cl (stereo not given) | 4% | -3%
C=CCn1c(SCCN)nnc1-c1cccc(S(=O)(=O)N2CCOCC2)c1 | 23% | -2%
CN(CC(=O)Nc1ccc(F)cc1)C(=O)c1ccccc1Sc1ccccc1C#N | 2% | 1%

Next compounds:
SMILES | MgcRacGAP inhibition | Dengue-2 NS5 capping | others
CN1CCC(OC(c2ccccc2)c2ccc(Cl)cc2)C1 (stereo not given) | 8% | 6%
COc1cccc(-c2nnn(CC(=O)N(C3CCCCC3)C3CCS(=O)(=O)C3)n2)c1 (stereo not given) | 12% | -5%
Brc1ccc2ncc3ccccc3c2c1 | 9% | 5%
COc1ccc(CNC(=O)CN2CCN(S(=O)(=O)c3cc(Br)ccc3Br)CC2)cc1OC | 5% | -1%
COc1ccc(-c2ccc3c(c2)C2CC3CCN2S(=O)(=O)c2ccccc2C)cc1 (stereo not given) | 4% | 1% | Dengue-2 NS5 capping pilot replicate=0.3
COc1ccc(NS(=O)(=O)c2cccc(C(=O)N3CCN(S(=O)(=O)c4ccccc4)CC3)c2)cc1 | 4% | -1%
COC(=O)C[C@H]1C[C@H]2c3cc(NC(=O)Nc4ccc(F)cc4)ccc3O[C@H]2[C@@H](CO)O1 | 12% | -7%
COc1ccc(S(=O)(=O)N2CCCCCC2)cc1C(=O)OCC(=O)NC1CCS(=O)(=O)C1 (stereo not given) | 2% | 0%
O=C(O)C(=Cc1ccccc1[N+](=O)[O-])c1ccccc1 | 0% | -5%
C[C@H](CO)N1C[C@H](C)[C@@H](CN(C)Cc2ccncc2)Oc2ccc(NC(=O)CCCCCC(=O)Nc3ccccc3N)cc2C1=O | -3% | -6%
Cc1cccc(CN(Nc2ccccc2)c2ccccc2)n1 | -7% | -1%
Cc1cc(OCC(=O)Nc2nccs2)c2c(C)c(C)c(=O)oc2c1 | 6% | -7%
CCOC(=O)c1cc(Cl)c2c(ccc3ccccc32)n1 | 13% | 2%
CCOC(=O)[C@@H]1CSCCS(=O)(=O)N1Cc1ccccc1Br | 8% | -2%
O=C(NC1CC1)c1cccc(NC(=O)C2CCC2)c1 | 7% | 0%
COc1ccc(NC(=O)CCCNC(=O)c2ccc(Cl)cc2)cc1S(=O)(=O)N1CCOCC1 | 6% | 4%
CCOc1ccc(C(=O)CCC(=O)Nc2ccc(C)c(S(=O)(=O)N3CCCCC3)c2)cc1 | 2% | 1%
C#CCOCCOCCOCCNc1nc(N2CCN(C(=O)[C@H](CCC(=O)O)n3cc([C@@H](N)CO)nn3)CC2)nc(N2CCN(C(=O)[C@H](CCC(=O)O)n3cc([C@@H](N)CCSC)nn3)CC2)n1 | 4% | 2%
O=C(CSc1ccc(Cl)cc1)Nc1ccccc1 | 3% | 4%
O=C(CCN=C1NS(=O)(=O)c2ccccc21)OCc1nnc(-c2ccc([N+](=O)[O-])cc2)o1 | 2% | -4%

Pulled one by one from above:
SMILES | MgcRacGAP inhibition | Dengue-2 NS5 capping | others
CN1C[C@H]2CON(C)[C@H]2C[C@H]1c1cccc(N2CCOCC2)c1 | 0% | 9% | Dengue-2 NS5 capping pilot replicate=0.6
Cc1ccc(S(=O)(=O)SCCCSS(=O)(=O)c2ccc(C)cc2)cc1 | 24% | 17%

Next structures follow:
SMILES | MgcRacGAP inhibition | Dengue-2 NS5 capping | others
N#Cc1ccc(CN(Nc2ccccc2)c2ccccc2)cc1 | 4% | -1%
O=C(NC[C@H]1CCCO1)c1cccc2c1C(=O)c1ccc(-c3ccc(F)cc3OCc3ccccc3)cc1S2(=O)=O | 4% | -9%
CN1OC[C@@H]2CN[C@H](c3cccc(-c4ccc(C#N)cc4)c3)C[C@@H]21 | 7% | -5%
OCC[C@H]1NCc2cc(CO)cc(-c3ccccc3)c21 | -2% | -2% | Dengue-2 NS5 capping pilot replicate=-0.6
CC(=O)CSc1nc2nccnc2[nH]1 | 11% | -2%
Cc1cccc(NC(=O)c2nc[nH]c2C(=O)NCCN(CCNC(=O)c2[nH]cnc2C(=O)Nc2cccc(C)c2)CCNC(=O)c2[nH]cnc2C(=O)Nc2cccc(C)c2)c1 | 8% | -6%

The list is partial; rates above refer to the full screens.
